PGC1a acetyl inh: inhibitors of PGC1a acetylation signal, primary screen, cell-based, U2OS, AlphaScreen, inhibitor mode; AlphaScreen anti-acetyl-lysine; with virally co-expressed GCN5 acetyltransferase; 0.17% of 350,000 active; inhibition, % at 15.6 µM;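 active = every replicate shows inhibition of at least 40%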;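 also: 0% = neutral control wells and 100% = positive control wells; some results beyond the cut were filed as inactive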
Xi reactivation: activators of inactive X chromosome reactivation, primary screen, imaging, XiGFP fibroblasts, GFP high-content imaging, set 2 | XiGFP mouse fibroblasts, % GFP-positive cells imaging, 3 d; cells co-treated with 5-aza-dC sensitizer; scaled so ellipticine positive control = 100% | activation, % at 7.58 µM | 0.055% of 360,000 active;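 active = mean normalized replicate activation at least 10% and every replicate at or above 10%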;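 also: 0% = median of on-plate neutral control wells and 100% = ellipticine 6 µM median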
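material = 68-5-11 XiGFP fibroblast line | medium = DMEM plus 5-aza-dC sensitizer | schedule = 3 days compound exposure | benchmarks = positive control ellipticine, 6 µM final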
SIRT5 block: SIRT5 desuccinylase inhibitors, primary screen, biochemical, fluorescence imaging, single point, set 5. 1.1% of 330,000 active. inhibition, % at 15 µM. NAD-dependent protein deacylase sirtuin-5, mitochondrial (Homo sapiens), Q9NXA8. Purified SirT5, succinyl-peptide AMC, trypsin-coupled fluorescence. AID 652115, 2013; in the data active = inhibition above about 15%
Target sequence (Q9NXA8 whole entry, looked up): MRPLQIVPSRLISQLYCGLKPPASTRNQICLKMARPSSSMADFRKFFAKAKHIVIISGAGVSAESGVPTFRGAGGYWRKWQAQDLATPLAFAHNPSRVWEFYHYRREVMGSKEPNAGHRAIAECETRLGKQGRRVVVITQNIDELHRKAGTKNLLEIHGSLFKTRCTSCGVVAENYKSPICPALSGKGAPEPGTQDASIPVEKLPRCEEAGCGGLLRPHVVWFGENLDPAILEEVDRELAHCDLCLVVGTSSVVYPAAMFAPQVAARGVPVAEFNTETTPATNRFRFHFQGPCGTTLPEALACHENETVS
Cneo AK release: Cryptococcus neoformans cell lysis inducers, primary screen, AK release luminescence, single concentration | lysis activity, % at 15 µM | 0.2% of 360,000 active | C. neoformans lysis, adenylate kinase release luminescence, 4 h; normalised: neutral wells 0, clomiphene wells 100;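 active = mean lysis activity across replicates of at least 80%, whatever share of replicates individually reach that level; inactive = mean lysis activity below 80%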
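Signal: Adenylate kinase release luminescence | Assay system: Log-phase Cryptococcus neoformans yeast cells | Input: Cells at 5 × 10^6 per mL | Buffer or medium: Fresh YPD growth medium | Compound: Single dose | Schedule: Static 4 h at 37 °C with compound, 1 h detection | Controls: Clomiphene | Read-out: Luminescence rise reflecting yeast cell lysis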
S100A4 MyoIIA: inhibitors of S100A4-myosin IIA peptide binding, primary screen, biochemical, fluorescence polarization, TAMRA-MyoIIA peptide; Protein S100-A4 (Homo sapiens), P26447; inhibition, % at 10.7 µM; 0.14% of 360,000 active; AID 652163, 2013;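 active = mean inhibition of at least 70% across replicates, with every replicate also reaching that level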
Target sequence (P26447 whole entry, looked up): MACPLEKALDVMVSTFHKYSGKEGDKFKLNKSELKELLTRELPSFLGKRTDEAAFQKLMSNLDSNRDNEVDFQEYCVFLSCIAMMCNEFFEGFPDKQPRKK
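Material: S100A4 monomer (human). Medium: Calcium-containing HEPES buffer, pH 7.2. Probe or stimulus: labelled myosin peptide probe, 5 nM. Compound dosing: one concentration per compound. Timing: polarization read 5 min after assay mix addition, stable 5–60 min. Benchmarks: DMSO as neutral control, TFP as positive control.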
LGR2 antag: inhibitors of bursicon-induced LGR2 CRE-luciferase signal, primary screen, cell-based, HEK293, CRE-luciferase reporter, bursicon stimulation. Drosophila bursicon receptor LGR2 (rickets). bursicon-stimulated, 4 h. inhibition, % at 9.99 µM. 0.35% of 380,000 active;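 active = drop in luminescence signal, shown as inhibition above about 50% in the replicate tests, limit read from the data, passing the limit was not always enough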;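 also: agonist challenge used bursicon conditioned medium at about half maximal strength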
ERAP1 HTS inh: human ERAP1 aminopeptidase inhibitors, primary screen, biochemical, single point, plate reader | Endoplasmic reticulum aminopeptidase 1 (Homo sapiens), Q9NZ08 | recombinant ERAP1, Leu-AMC fluorescence, 60 min | inhibition, % at 10.7 µM | 0.15% of 340,000 active | AID 652197, 2013;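 active = mean replicate inhibition of at least 30%, or all replicates individually reaching that 30% level; inactive = mean below 30% and not every replicate reaching it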;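 also: 0% = neutral control wells and 100% = L-leucinethiol positive control wells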
C2C12 statin: suppressors of statin myotoxicity in C2C12 myotubes, primary screen, cell-based, single point, plate reader. C2C12 myotubes + simvastatin, ATP luminescence, 48 h; scaled: DMSO 0, geranylgeraniol control 100. rescue of ATP level, % at 7.49 µM. 0.78% of 330,000 active. AID 602340, 2012;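 active = mean ATP rescue above about 67%, or every replicate alone reaching that limit, limit read from the data, passing the limit was not always enough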;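 also: myotubes were challenged with 10 µM simvastatin during compound exposure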
Starred values were filed as active, the others as inactive; . = not tested or not shown.

SMILES | PGC1a acetyl inh | Xi reactivation | SIRT5 block | Cneo AK release | S100A4 MyoIIA | LGR2 antag | ERAP1 HTS inh | C2C12 statin
CCN(C(=O)COC(=O)c1ccc(=O)n(Cc2ccccc2)n1)C1CCS(=O)(=O)C1 (configuration not stated) | -9 | 0.8 | -8 | 1 | 5 | 14 | 2 | 11
CCCOC(=O)Nc1cc(OC)ccc1[N+](=O)[O-] | . | 0.3 | 0 | . | 5 | -28 | -5 | .
COc1cc(OC)cc(C(=O)NCC(=O)N2CCN(Cc3ccccc3)CC2)c1 | 4 | 0.0 | 3 | 1 | -3 | 10 | -4 | 1
Cc1cccc(C)c1NC(=O)CNC(=O)c1ccccc1 | -2 | 0.0 | -7 | . | 0 | -9 | -1 | -3
C[C@H]1CN([C@@H](C)CO)S(=O)(=O)c2ccc(-c3ccc(C#N)cc3)cc2O[C@H]1CN(C)CC1CC1 | 7 | -1.2 | 4 | 4 | 5 | -11 | 9 | 1
CSc1ccc(NC(=O)C2(C)CCN2C(=O)c2cc(C)n(C)n2)cc1 (configuration not stated) | 1 | -0.1 | -1 | 0 | -4 | 10 | -4 | -4
CC(C)OP(=O)(c1ccc(N(C)C)cc1)C(O)c1ccc(Br)cc1 (configuration not stated) | . | 0.0 | -1 | . | 0 | 18 | -2 | .
C[C@H]1CN([C@@H](C)CO)C(=O)Cc2cc(NC(=O)CCC(F)(F)F)ccc2O[C@@H]1CN(C)Cc1ccc(C(=O)Nc2ccccc2N)cc1 | -1 | -0.4 | 12 | . | -6 | -2 | 0 | .
CC(Sc1nc(C2CC2)n(-c2ccccc2)n1)C(=O)c1c(N)n(C)c(=O)n(C)c1=O (configuration not stated) | 2 | 0.0 | -5 | 2 | -2 | 0 | -3 | .
COc1ccccc1N1CCN(C(=O)c2ccc(COc3cccc4c3OC(C)(C)C4)cc2)CC1 | . | 0.0 | 2 | 2 | -10 | 3 | 2 | 4
O=C(COC(=O)c1ccc2c(c1)C(=O)N(c1cccc3ncccc13)C2=O)c1ccc(Cl)cc1 | 3 | 0.0 | -2 | 3 | 1 | 22 | -2 | 5
COc1ccc2c3c(n(C)c2c1)[C@H](CO)N(C(=O)C1CCCC1)CC31CN(Cc2cccc(F)c2)C1 | 3 | 0.8 | . | . | 8 | -7 | 0 | .
C[C@H](O)C#Cc1ccc2c(c1)O[C@@H](CN(C)C(=O)CN(C)C)[C@H](C)CN([C@@H](C)CO)S2(=O)=O | 12 | 0.5 | 0 | 7 | -7 | -2 | 0 | -7
Cc1ccc(NC(=O)COC(=O)CC2SC(N3CCCC3)=NC2=O)cc1 (configuration not stated) | -2 | 0.0 | -1 | -1 | 1 | -9 | 1 | -2
CC(=O)C[C@H](O)CC(=O)[C@H]1OC(=O)CC/C=C\Cc2ccccc21 | -7 | 0.0 | . | 6 | 1 | -15 | -3 | 5
Cc1ccc(-c2nc3ccc(C)cn3c2Cc2ccsc2)cc1 | -12 | 0.0 | 0 | -2 | 2 | -36 | . | 2
COc1ccc(NC(=O)N(C)C[C@H]2OCCCC[C@H](C)Oc3ccc(NC(=O)NC(C)C)cc3C(=O)N([C@@H](C)CO)C[C@@H]2C)cc1 | 4 | 0.0 | 3 | -2 | 22 | -6 | 2 | .
CCC1CCc2sc(C(=O)NNC(=O)c3ccncc3)cc2C1 (configuration not stated) | . | 0.1 | 0 | . | -2 | 2 | 1 | -2
CC(C)C[C@H]1CNC(=S)N1C[C@H]1CCCN1C[C@H](Cc1ccc(O)cc1)N1C[C@H](Cc2ccccc2)N(CCc2ccccc2)C1=S | 4 | 0.0 | -4 | 0 | -3 | 8 | . | 6
CC(C)c1nnc(NC(=O)C2CCCN2C(=O)Nc2ccc(F)cc2)s1 (configuration not stated) | . | -0.1 | 0 | 0 | 27 | -6 | 0 | 38
C[C@@H]1CN([C@H](C)CO)C(=O)c2cccc(NC(=O)Nc3ccccc3)c2O[C@@H]1CN(C)Cc1ccc(-c2ccccc2)cc1 | 12 | 0.0 | 1 | -1 | -8 | -2 | 1 | 23
Cc1ccc(C(=O)NCCCc2ccccc2)s1 | -16 | 0.0 | . | 1 | . | -44 | . | .
CO[C@H]1CN(C)C(=O)c2cccc(C#N)c2OC[C@@H]2O[C@@H](CC[C@H]2OC)CCN(C)C(=O)[C@H]1C | 3 | -0.1 | 0 | -9 | 6 | 4 | -2 | 7
O=C(Nc1ccc(F)cc1)C(c1ccccc1)N1CCN(CC(=O)N2CCOCC2)CC1 (configuration not stated) | 2 | -0.2 | -1 | 1 | 1 | -16 | -1 | -2
Nc1c(Br)c(=O)[nH]c(=O)n1-c1ccccc1 | -18 | 0.2 | -2 | 0 | 2 | -6 | -2 | -4

(cont.)
SMILES | PGC1a acetyl inh | Xi reactivation | SIRT5 block | Cneo AK release | S100A4 MyoIIA | LGR2 antag | ERAP1 HTS inh | C2C12 statin
O=C(CN(C(=O)c1csnn1)c1ccc(Br)cc1)NC1CCCCC1 | . | 0.0 | -3 | -11 | 25 | -12 | 0 | 16
COc1cccc(Nc2nc3ccc(OC)cc3s2)c1 | -9 | 1.1 | -3 | . | -3 | -127 | -2 | .
Cc1nc([N+](=O)[O-])cn1C(C)C | 9 | 0.0 | -2 | -2 | -11 | . | -5 | -4
C[C@H]1CCCCO[C@H](CN(C)C(=O)NC2CCCCC2)[C@@H](C)CN([C@@H](C)CO)C(=O)c2cc(NC(=O)c3ccncc3)ccc2O1 | 3 | -0.1 | 9 | -1 | 2 | 9 | 6 | .
O=C(NCc1ccncc1)[C@@H]1CCCN1C(=O)[C@H]1CCCN1 | . | 0.0 | 11 | . | -1 | 10 | 1 | .
CN(C)c1ccc(/C=C(\C#N)c2ccccn2)cc1 | -4 | 0.1 | . | -10 | . | 93* | . | .
CCC(CC)C(=O)N1CCN(Cc2nc3ccccc3c(=O)[nH]2)CC1 | -4 | 0.0 | 1 | 2 | 2 | -50 | -1 | 14
Cc1ccc(S(=O)(=O)Nc2nc(C)cc(NN)n2)cc1 | 14 | -0.5 | -1 | . | -11 | 10 | 7 | 5
COc1ccccc1CN1CCN(Cc2nc(Cc3ccccc3)no2)CC1 | -13 | 0.2 | -2 | . | -11 | 16 | -5 | .
CCn1c(=O)c(C(=O)CN2CCc3ccccc32)c(N)n(Cc2ccccc2)c1=O | 11 | 0.0 | -1 | . | 6 | 4 | 0 | .
CC(=O)NC(CC(=O)OCC(=O)c1ccc(NC(=O)CC(C)C)cc1)c1ccccc1 (configuration not stated) | -2 | 0.0 | 1 | -1 | 0 | -1 | 0 | -13
O=C(NCC[C@@H]1CC[C@H](NC(=O)C2CC2)[C@H](CO)O1)c1ccc(F)cc1 | -7 | -0.2 | 0 | -8 | 2 | -9 | 0 | -3
CCN(CC)c1ccc(C(=S)NCc2ccccc2)cc1 | . | 0.1 | -5 | . | 1 | 0 | 1 | -5
CSCCC(=O)N(C)CC1CCN(CCc2cccc(C(F)(F)F)c2)CC1 | 4 | 0.0 | -3 | -2 | -89 | . | 2 | 14
Cc1nc2cc(C(=O)OCC(=O)NC(C)C(C)C)ccc2n1-c1ccccc1 (configuration not stated) | -1 | 0.4 | . | -1 | . | 14 | . | .
Cc1cc(F)c(F)c(C(=O)N2CCCCC2C)c1Cl (configuration not stated) | -8 | 0.3 | 1 | -2 | 2 | 23 | 1 | -4
Cc1ccc(S(=O)(=O)Nc2ccc3c(c2)C(=O)N([C@@H](C)CO)C[C@@H](C)[C@@H](CN(C)Cc2ccc(C(F)(F)F)cc2)O3)cc1 | -15 | 0.2 | . | . | . | 2 | . | 26
CCOC(=O)N1CCN(C(=O)C(CC)c2ccccc2)CC1 (configuration not stated) | 35 | 0.2 | . | 4 | . | -1 | . | 17

Entries listed so far with an aryl thioether with sulfur outside any ring (two):
SMILES | PGC1a acetyl inh | Xi reactivation | SIRT5 block | Cneo AK release | S100A4 MyoIIA | LGR2 antag | ERAP1 HTS inh | C2C12 statin
CSc1ccc(NC(=O)C2(C)CCN2C(=O)c2cc(C)n(C)n2)cc1 (configuration not stated) | 1 | -0.1 | -1 | 0 | -4 | 10 | -4 | -4
CC(Sc1nc(C2CC2)n(-c2ccccc2)n1)C(=O)c1c(N)n(C)c(=O)n(C)c1=O (configuration not stated) | 2 | 0.0 | -5 | 2 | -2 | 0 | -3 | .

Grouped by structure: those above containing fluorine.
SMILES | PGC1a acetyl inh | Xi reactivation | SIRT5 block | Cneo AK release | S100A4 MyoIIA | LGR2 antag | ERAP1 HTS inh | C2C12 statin
C[C@H]1CN([C@@H](C)CO)C(=O)Cc2cc(NC(=O)CCC(F)(F)F)ccc2O[C@@H]1CN(C)Cc1ccc(C(=O)Nc2ccccc2N)cc1 | -1 | -0.4 | 12 | . | -6 | -2 | 0 | .
COc1ccc2c3c(n(C)c2c1)[C@H](CO)N(C(=O)C1CCCC1)CC31CN(Cc2cccc(F)c2)C1 | 3 | 0.8 | . | . | 8 | -7 | 0 | .
CC(C)c1nnc(NC(=O)C2CCCN2C(=O)Nc2ccc(F)cc2)s1 (configuration not stated) | . | -0.1 | 0 | 0 | 27 | -6 | 0 | 38
O=C(Nc1ccc(F)cc1)C(c1ccccc1)N1CCN(CC(=O)N2CCOCC2)CC1 (configuration not stated) | 2 | -0.2 | -1 | 1 | 1 | -16 | -1 | -2
O=C(NCC[C@@H]1CC[C@H](NC(=O)C2CC2)[C@H](CO)O1)c1ccc(F)cc1 | -7 | -0.2 | 0 | -8 | 2 | -9 | 0 | -3
CSCCC(=O)N(C)CC1CCN(CCc2cccc(C(F)(F)F)c2)CC1 | 4 | 0.0 | -3 | -2 | -89 | . | 2 | 14
Cc1cc(F)c(F)c(C(=O)N2CCCCC2C)c1Cl (configuration not stated) | -8 | 0.3 | 1 | -2 | 2 | 23 | 1 | -4
Cc1ccc(S(=O)(=O)Nc2ccc3c(c2)C(=O)N([C@@H](C)CO)C[C@@H](C)[C@@H](CN(C)Cc2ccc(C(F)(F)F)cc2)O3)cc1 | -15 | 0.2 | . | . | . | 2 | . | 26

Screening results: PubChem BioAssay, Broad Institute

An excerpt; the hit share may differ from the screen's.
